Screening data from PubChem BioAssay.
NALP3 yeast inh: NALP3 inflammasome inhibitors in reconstituted yeast, primary screen, luminescence, uHTS. Yeast reconstituted NLRP3/ASC/caspase-1, beta-gal luminescence, 24 h. AID 2825, 2010. hit rate 0.39% among 330,000. inhibition, % at 10 µM;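 active = inhibition of 50% or more; inactive = inhibition below 50%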;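 note: plate controls were induced DMSO wells for no effect and uninduced yeast grown without galactose for full effect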
TIM10 inh: growth inhibitors of isogenic TIM10 control yeast, primary screen, counter-screen for tim10-1 yeast inhibitor project, luminescence, uHTS; inhibition, % at 10 µM; hit rate 1.4% among 330,000; S. cerevisiae TIM10 strain growth, BacTiter-Glo luminescence, 24 h;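 active = inhibition of 40% or more at the single tested concentration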;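 note: wild-type TIM10 isogenic control strain grown at permissive 25 °C; 0% = DMSO yeast wells and 100% = minimal medium wells without yeast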
UPR CHOP act: activators of apoptotic CHOP UPR arm, primary screen, cell-based, CHO-CHOP luciferase reporter, luminescence, uHTS | UPR activation; percent of tunicamycin response over DMSO baseline | activation, % at 10 µM | hit rate 0.34% among 330,000;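 active = at 10 µM dose, activation of 40% or more, normalized to positive control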;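 note: 100% = tunicamycin at 10 µg/mL and 0% = DMSO alone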
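Assay system: CHO cells with stable CHOP pathway luciferase reporter; Buffer or medium: F12 plus 10% serum; Times: 16-18 h cell attachment, then 6 h compound exposure, 37 °C; Signal: luciferase luminescence; Read-out basis: percent activation relative to tunicamycin control; Control set: tunicamycin high control, DMSO low control.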
GRIN3A LBD mod: binders of NR3A ligand-binding domain, primary screen, biophysical, differential scanning fluorimetry, uHTS | Glutamate receptor ionotropic, NMDA 3A (GRIN3A) ligand-binding domain | NR3A LBD differential scanning fluorimetry, Tm shift; 0% = protein alone, 100% = glycine-bound protein | Tm shift relative to glycine control, % at 25 µM | hit rate 2.5% among 340,000;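 active = melting temperature shift of at least 10% of the positive control shift, at one fixed dose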
APJ ag: agonists of human apelin receptor APJ, primary screen, CHO-K1 cells, PathHunter beta-arrestin, luminescence; P35414; 0% DMSO wells, 100% apelin; activation, % at 20 µM; hit rate 0.11% among 330,000; AID 2520, 2010;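 active = activation more than six SD over the plate average, tested at 20 µM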;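 note: 0% = DMSO alone and 100% = apelin-13 at 10 nM; some results filed as inactive read as strong as hits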
Target sequence (P35414 whole entry, looked up): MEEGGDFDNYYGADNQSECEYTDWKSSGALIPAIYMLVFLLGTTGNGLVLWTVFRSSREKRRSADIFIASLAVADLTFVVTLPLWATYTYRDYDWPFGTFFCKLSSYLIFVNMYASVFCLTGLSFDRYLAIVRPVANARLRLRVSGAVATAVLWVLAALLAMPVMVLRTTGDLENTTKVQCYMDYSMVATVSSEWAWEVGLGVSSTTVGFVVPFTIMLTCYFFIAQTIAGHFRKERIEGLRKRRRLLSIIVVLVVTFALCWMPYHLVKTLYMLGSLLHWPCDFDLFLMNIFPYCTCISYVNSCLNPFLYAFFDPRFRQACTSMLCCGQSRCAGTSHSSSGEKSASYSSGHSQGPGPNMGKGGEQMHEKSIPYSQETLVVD
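system = engineered CHO-K1 APJ arrestin reporter cells | input = 1000 cells per well | timing = overnight seeding, 90 min compound at 25 °C, 1 h detection | measured by = enzyme-fragment complementation luminescence | read-out = beta-arrestin recruitment to APJ as agonist activity, luminescent signal | control set = negative DMSO alone, positive Apelin-13 at 10 nM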
tim23-1 inh: growth inhibitors of tim23-1 mutant yeast, primary screen, luminescence, uHTS | S. cerevisiae tim23-1 growth, BacTiter-Glo luminescence, 24 h | inhibition, % at 20 µM | hit rate 1.3% among 330,000;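 active = growth inhibition of the mutant yeast at or above 50%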;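 note: temperature-sensitive mutant grown at 25 °C; plate controls were DMSO-treated mutant yeast for no effect and medium wells lacking yeast for full effect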
tim10-1 inh: growth inhibitors of tim10-1 mutant yeast, primary screen, luminescence, uHTS; S. cerevisiae tim10-1 ts strain growth, BacTiter-Glo, 24 h; inhibition, % at 20 µM; hit rate 2.2% among 330,000;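 active = inhibition of at least 40%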;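 note: mutant grown at 25 °C; 0% = DMSO wells with yeast and 100% = wells holding no yeast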
Mdm2-MdmX inh: inhibitors of human Mdm2-MdmX association, primary screen, cell-based, luminescence, split luciferase, SaOS-2, uHTS; Protein Mdm4 (Homo sapiens) + E3 ubiquitin-protein ligase Mdm2 (Homo sapiens), …; SaOS-2 split-luciferase Mdm2/MdmX complementation; inhibition, % at 8 µM; hit rate 3% among 330,000; AID 485346, 2010;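 active = inhibition of at least 50% at 8 µM in the primary screen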
XBP1 UPR activ: activators of adaptive XBP1 UPR arm, primary screen, cell-based, CHO-XBP1 luciferase reporter, luminescence, uHTS. IRE1-XBP1 UPR activation; percent of tunicamycin response, DMSO as zero. activation, % at 20 µM. hit rate 0.33% among 330,000. AID 463104, 2010;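 active = versus positive control, 20 µM dose yields 30% or more activation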;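 note: 100% = tunicamycin at 10 µg/mL and 0% = DMSO only wells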
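Material: IRE1-XBP1 luciferase reporter CHO line / Quantity: one thousand reporter cells per well / Buffer or medium: F12 with 10% serum / Compound: 20 µM single concentration, DMSO 1% / Times: 6 h treatment, 37 °C / Detection: Steady-Glo luciferase glow luminescence, 10 min after reagent addition / Benchmarks: tunicamycin high, DMSO low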
* hit, by the source's call.

SMILES	NALP3 yeast inh	TIM10 inh	UPR CHOP act	GRIN3A LBD mod	APJ ag	tim23-1 inh	tim10-1 inh	Mdm2-MdmX inh	XBP1 UPR activ
Cc1ccccc1-n1c([C@@H]2C[C@H]2c2ccccc2)n[nH]c1=S	19	22	0.2	-1	-1	9	23	18	-2
C=CCNC(=S)NNC(=O)c1csc(CC)c1	5	12	-0.1	0	-5	6	0	-18	0
CC(=O)c1ccc(NC(=O)CSc2nc(N3CCOCC3)nc(N3CCOCC3)n2)cc1	2	-6	2.0	1	-4	-1	5	-23	3
COc1ccc(/C=N/Nc2nc(N3CCCC3)nc(N3CCCC3)n2)cc1O	-15	14	0.0	-2	-3	25	24	4	0
Cc1nnc(SCc2ccc(F)cc2)n1NC/C=C/c1ccccc1	18	6	-0.1	-1	-1	12	15	16	-4
CCOCCCn1c(SCC(=O)Nc2ccc(C(N)=O)cc2)nc2ccccc2c1=O	2	4	-0.1	-10	-3	0	7	31	-1
CN1Cc2sc(NC(=S)NC(=O)c3ccccc3)c(C#N)c2CC1(C)C	8	-9	-6.3	1	-9	17	-16	58*	-9
O=C(NC1CC1)c1ccc(Cl)c(S(=O)(=O)N2CCOCC2)c1	20	-12	0.2	-2	-4	-5	1	-4	1
O=[N+]([O-])c1cc(Br)c(Nc2ccccc2)c([N+](=O)[O-])c1	-5	7	-8.7	3	8	54*	21	92*	-8
C=CCn1cc(CN2CCC(C(=O)Nc3ccc(Oc4cccnc4)cc3)CC2)c(C)n1	0	10	0.7	-4	1	-2	-9	4	-4
O=C(COC(=O)/C=C/c1ccccc1)NC1CCCC1	-5	3	-0.1	-3	-1	-2	0	-6	-3
CCn1c(SCC(=O)Nc2ccc3c(c2)OCCO3)nnc1C1CC1	3	1	3.7	0	0	-6	-12	10	-1
COc1ccc(/C=N/NC(=O)c2nc(-c3ccccc3)n(-c3ccccc3)n2)cc1	8	21	3.6	2	1	23	33	30	-2
O=C(CC(C(=O)O)C1CCCO1)NCCc1ccc2c(c1)OCO2 (stereo not drawn)	13	11	-0.1	-2	-1	1	-7	-6	2
COc1ccc(S(=O)(=O)Cc2ccc(C(=O)NCc3ccccn3)o2)cc1	10	6	-0.9	1	-1	3	1	-3	2
Cc1cc2ccccn2c1C(C[N+](=O)[O-])c1ccc(N(C)C)cc1 (stereo not drawn)	14	8	0.0	-2	-1	5	15	35	8
COc1ccc(NC(=O)CC2SC3=NCCN3C2=O)cc1 (stereo not drawn)	20	4	-0.8	-1	-2	2	6	13	-2
CCC(C)[C@H](NC(=O)N1CC(=O)Nc2ccccc21)C(=O)NC(C)CCc1ccccc1 (stereo partly drawn)	-4	-3	-0.8	0	-6	7	22	6	-2
O=C(c1ccc(Cl)c(S(=O)(=O)NCc2ccccc2)c1)N1CCN(c2ccccn2)CC1	13	-6	-2.5	0	-3	24	18	32	-2
CCc1nnc(NC(=O)CCc2ccc(C)o2)s1	11	0	1.1	7	-4	14	-1	5	-2
COc1cccc(S(=O)(=O)Nc2noc3ccccc23)c1	4	-24	2.5	-3	0	-4	18	34	-3
CN1c2ccccc2C(C)(C)C12CC(c1ccc(S(=O)(=O)N3CCCCC3)cc1)=NO2 (stereo not drawn)	13	8	2.5	-1	-1	11	21	65*	-2
Cn1c(=O)n(Cc2ccco2)c(=N)c2c3c(sc21)CCC3	14	9	1.3	-108	3	23	13	-25	2
CO/N=C/C(=N\Nc1ccc(C)cc1)C(=O)c1ccc(OC)cc1	18	13	0.1	2	-7	1	6	55*	7
O=C(Nc1ccc(OC(F)(F)F)cc1)c1ccc2ccccc2n1	1	10	3.1	-3	-2	18	26	-20	-2
O=C(COc1ccc(Cl)cc1Cl)N1CCN(C(=O)c2ccco2)CC1	15	12	-0.7	2	-1	2	10	0	2
COCCCn1c(=O)/c(=C\c2ccccc2OC(F)F)s/c1=C(/C#N)C(N)=O	8	-8	0.5	1	0	11	-4	-7	-7
Nc1nnc(SCC(=O)c2ccco2)s1	20	7	1.0	1	-3	-7	6	6	0
CCOc1ccccc1-c1nc(C(N)=O)c2[nH]c(=O)n(-c3ccccc3)c2n1	12	19	-0.5	-1	-3	-1	-5	5	-3
CCOc1ccc2nc(SCC(=O)NCc3ccc(OC)cc3)[nH]c2c1	6	1	0.9	2	0	17	27	-17	-4
CCCc1ccc(Oc2cc(NN3CCCCC3)c([N+](=O)[O-])cc2[N+](=O)[O-])cc1	1	-3	2.5	2	4	-2	-10	28	9
C(=N\Nc1nc2ccccc2[nH]1)/c1ccncc1	15	-1	3.3	0	-1	2	-2	43	-1
Cc1ccc(NS(=O)(=O)c2c(C(=O)N3CCCCCC3)c(C)n(C)c2C)c(Cl)c1	-5	21	2.6	3	3	23	19	-4	-7
COc1ccc(OC)c(CCNC(=O)Cc2ccc(NC3=NC4CS(=O)(=O)CC4S3)cc2)c1 (stereo not drawn)	11	8	-1.9	-3	-3	-11	10	30	-1
COc1ccc(C(CNC(=O)c2oc3ccccc3c2C)N2CCCC2)cc1 (stereo not drawn)	17	-10	0.6	-2	-3	-10	-25	-2	-3
Cc1ccc(NC(=O)Cn2nnc3ccccc32)c(C)c1	7	5	2.1	-1	0	6	2	14	-1
Cc1cccc(NC(=S)NCc2ccc3c(c2)cc(C)n3C)c1C	6	12	-1.3	4	-7	16	25	26	-6
N#Cc1ccc(C(=O)NCC(c2ccco2)N2CCCC2)cc1 (stereo not drawn)	12	-9	3.2	2	-3	2	2	6	0
COCCCNc1nc2c(c(=O)[nH]c(=O)n2C)n1CC(O)COc1ccccc1C (stereo not drawn)	10	11	1.9	-5	-1	14	11	12	-2
COc1cc(OC)c(C=O)c(OC(=O)N2CCOCC2)c1	-4	3	2.3	1	-1	3	-14	18	-5
Cc1cc(C(=O)Nc2ccccc2)c(C)o1	44	22	-0.1	-1	-3	23	-20	3	0
Cc1ccc(C(=O)CSc2nc(-c3ccccc3)ccc2C#N)cc1	7	17	-0.7	-6	3	6	36	7	-2
COc1cccc(CNC(=O)C2CCCN(S(=O)(=O)c3c(C)[nH]c(=O)[nH]c3=O)C2)c1 (stereo not drawn)	14	-7	-0.3	-1	1	6	-19	-9	-2
CC(=O)Nc1nonc1-c1nc2ccccc2n1Cc1ccccn1	-1	5	-0.1	1	1	11	29	15	1
O=C(O)Cc1c(C(=O)O)nnn1-c1cccc(C(F)(F)F)c1	6	8	-1.6	0	-4	13	15	3	-2
COC(=O)c1cc(S(=O)(=O)N(C)C2CCCCC2)c[nH]1	4	-1	3.4	3	1	19	21	17	-4
Cc1ccc(OCC(=O)Nc2nnc(S(=O)(=O)N3CCC(C)CC3)s2)cc1	9	2	-2.6	0	-1	18	18	19	-4
COc1ccccc1N1CCN(S(=O)(=O)c2ccc(Br)s2)CC1	10	20	0.2	-2	0	33	32	-12	-1
Cn1c(NC(=O)c2ccc(F)c(F)c2)cc(=O)n(C)c1=O	4	-2	0.4	1	-3	-11	-7	-18	-2
COc1ccc(S(=O)(=O)NCc2cccnc2)cc1NC(=O)c1ccccc1	12	-4	0.7	-1	0	7	10	6	0
CCc1cc(C(=O)COc2ccc(F)cc2)c(O)cc1O	2	-12	5.2	-1	-1	22	-15	-11	7
CC(C)(C)C(=O)Cn1c(=O)n(CC2CCCO2)c(=O)c2ccccc21 (stereo not drawn)	7	7	-1.2	-1	-2	5	9	-37	-2
COc1cccc(CNC(=O)c2ccc(NC(=O)C3=CSCCO3)cc2)c1	8	3	5.1	1	-3	47	45*	5	-1
COc1cccc(C2NC(C)(C(=O)O)C3C(=O)N(C(C)C)C(=O)C23)c1O (stereo not drawn)	2	6	1.1	-1	-2	7	1	-11	1

Rewritten bar-delimited: entries from further up.
SMILES | NALP3 yeast inh | TIM10 inh | UPR CHOP act | GRIN3A LBD mod | APJ ag | tim23-1 inh | tim10-1 inh | Mdm2-MdmX inh | XBP1 UPR activ
COc1cccc(CNC(=O)C2CCCN(S(=O)(=O)c3c(C)[nH]c(=O)[nH]c3=O)C2)c1 (stereo not drawn) | 14 | -7 | -0.3 | -1 | 1 | 6 | -19 | -9 | -2
CC(=O)Nc1nonc1-c1nc2ccccc2n1Cc1ccccn1 | -1 | 5 | -0.1 | 1 | 1 | 11 | 29 | 15 | 1
O=C(O)Cc1c(C(=O)O)nnn1-c1cccc(C(F)(F)F)c1 | 6 | 8 | -1.6 | 0 | -4 | 13 | 15 | 3 | -2
COC(=O)c1cc(S(=O)(=O)N(C)C2CCCCC2)c[nH]1 | 4 | -1 | 3.4 | 3 | 1 | 19 | 21 | 17 | -4
Cc1ccc(OCC(=O)Nc2nnc(S(=O)(=O)N3CCC(C)CC3)s2)cc1 | 9 | 2 | -2.6 | 0 | -1 | 18 | 18 | 19 | -4
COc1ccccc1N1CCN(S(=O)(=O)c2ccc(Br)s2)CC1 | 10 | 20 | 0.2 | -2 | 0 | 33 | 32 | -12 | -1
Cn1c(NC(=O)c2ccc(F)c(F)c2)cc(=O)n(C)c1=O | 4 | -2 | 0.4 | 1 | -3 | -11 | -7 | -18 | -2
COc1ccc(S(=O)(=O)NCc2cccnc2)cc1NC(=O)c1ccccc1 | 12 | -4 | 0.7 | -1 | 0 | 7 | 10 | 6 | 0
CCc1cc(C(=O)COc2ccc(F)cc2)c(O)cc1O | 2 | -12 | 5.2 | -1 | -1 | 22 | -15 | -11 | 7
CC(C)(C)C(=O)Cn1c(=O)n(CC2CCCO2)c(=O)c2ccccc21 (stereo not drawn) | 7 | 7 | -1.2 | -1 | -2 | 5 | 9 | -37 | -2
COc1cccc(CNC(=O)c2ccc(NC(=O)C3=CSCCO3)cc2)c1 | 8 | 3 | 5.1 | 1 | -3 | 47 | 45* | 5 | -1
COc1cccc(C2NC(C)(C(=O)O)C3C(=O)N(C(C)C)C(=O)C23)c1O (stereo not drawn) | 2 | 6 | 1.1 | -1 | -2 | 7 | 1 | -11 | 1
